Mtb UGM inh: Mtb UDP-galactopyranose mutase inhibition | P9WIQ1 | purified UGM, fluorescence polarization probe displacement | inhibition, % at 10 µM | actives 0.06% (n = 320,000) | AID 504406; in the data active means inhibition above about 10%, passing the limit was not always enough; inconclusive means no clear call, values can overlap the other calls
GDH-TPI counter: counter-screen for M. tuberculosis FBA inhibitors: GDH-TPI coupled enzymes. GDH-TPI coupled enzyme counterscreen, NADH absorbance. inhibition, % at 4.8 µM. actives 1.2% (n = 360,000). AID 588335; in the data active means inhibition above about 30%;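 further: 0% = DMSO wells and 100% = wells lacking the enzyme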
FadD28 binding: blocks FadD28 binding to the bisubstrate probe; actives 0.22% (n = 360,000); inhibition, % at 12.5 µM; fluorescence polarization; in the data active means inhibition above about 8.5%, passing the limit was not always enough; inconclusive means no clear call, values can overlap the other calls
PfHsp40 rescue: compounds rescuing yeast from Plasmodium falciparum HSP40 toxicity. S. cerevisiae expressing PfHsp40, growth rescue, ATP luminescence. growth rescue, % at 12.5 µM. actives 0.68% (n = 340,000). AID 504582; in the data active means growth rescue above about 28%, passing the limit was not always enough; inconclusive means no clear call, values can overlap the other calls;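 further: yeast W303a lacking pdr1 and pdr3 grown in galactose medium; growth measured after three days at 30 °C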
Mtb FBA inh: inhibits M. tuberculosis FBA enzyme; P9WQA3; purified M. tuberculosis FBA, fluorescence read-out; inhibition, % at 1 µM; actives 2.3% (n = 360,000); in the data active means inhibition above about 27%;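 further: 0% = vehicle and 100% = reference inhibitor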
Anthrax LF inh2: anthrax lethal factor protease inhibition; P15917; multiplex microsphere protease cleavage assay, LF; inhibition, % at 10 µM; actives 0.12% (n = 360,000); further: plate controls were buffer without enzyme for full effect and enzyme alone for no effect
Target sequence (P15917 whole entry, looked up): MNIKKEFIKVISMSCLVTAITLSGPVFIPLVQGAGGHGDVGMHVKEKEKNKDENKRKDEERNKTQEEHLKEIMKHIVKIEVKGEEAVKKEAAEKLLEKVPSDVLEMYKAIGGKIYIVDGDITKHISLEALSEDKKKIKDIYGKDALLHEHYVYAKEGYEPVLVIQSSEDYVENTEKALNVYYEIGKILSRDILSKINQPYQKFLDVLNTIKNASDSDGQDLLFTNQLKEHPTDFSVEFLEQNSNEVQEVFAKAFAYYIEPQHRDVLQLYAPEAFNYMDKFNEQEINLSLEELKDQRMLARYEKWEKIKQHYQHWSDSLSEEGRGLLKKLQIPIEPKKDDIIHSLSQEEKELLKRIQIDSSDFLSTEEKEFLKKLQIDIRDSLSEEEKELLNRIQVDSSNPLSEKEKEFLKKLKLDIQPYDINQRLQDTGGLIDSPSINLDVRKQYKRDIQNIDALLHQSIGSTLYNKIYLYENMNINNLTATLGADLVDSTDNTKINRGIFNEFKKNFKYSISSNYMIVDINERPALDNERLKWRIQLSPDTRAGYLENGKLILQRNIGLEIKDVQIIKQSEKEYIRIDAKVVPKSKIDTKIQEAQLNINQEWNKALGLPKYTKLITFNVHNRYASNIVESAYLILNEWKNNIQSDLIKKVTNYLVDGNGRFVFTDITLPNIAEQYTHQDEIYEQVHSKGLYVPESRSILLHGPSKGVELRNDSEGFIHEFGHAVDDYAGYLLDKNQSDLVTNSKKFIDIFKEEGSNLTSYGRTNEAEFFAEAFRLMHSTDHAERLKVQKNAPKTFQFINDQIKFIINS
BoNT-F LC inh: BoNT F light chain protease inhibition; Multiplex microsphere protease cleavage assay, flow cytometry; inhibition, % at 10 µM; AID 588497; actives 0.22% (n = 360,000); in the data active means inhibition above about 35%, passing the limit was not always enough; inconclusive means no clear call, values can overlap the other calls; further: plate controls were buffer without enzyme for full effect and enzyme alone for no effect
BoNT-A LC inh2: inhibitors of Botulinum neurotoxin A light chain protease. multiplex microsphere protease substrate cleavage, flow cytometry. inhibition, % at 10 µM. actives 0.17% (n = 360,000). AID 588499; further: plate controls were buffer without enzyme for full effect and enzyme alone for no effect
BioA inh: inhibitors of Mycobacterium tuberculosis BioA enzyme; inhibition, % at 9.99 µM; purified M. tuberculosis BioA enzyme, plate reader; AID 602481; actives 0.096% (n = 360,000); in the data active means inhibition above about 40%; inconclusive means no clear call, values can overlap the other calls
The depositor's hits bear a star; u = inconclusive; x = not tested or not shown. Unless noted, no stated cut-off is given here; in the data, active means inhibition above about 30%; inconclusive means no clear call, values can overlap the other calls; inactive means below that.

SMILES | Mtb UGM inh | GDH-TPI counter | FadD28 binding | PfHsp40 rescue | Mtb FBA inh | Anthrax LF inh2 | BoNT-F LC inh | BoNT-A LC inh2 | BioA inh
O=C(O)CSCC(=O)N(Cc1ccccc1)c1nc(-c2ccccc2)c(-c2ccccc2)s1 | -0.6 | 3.4 | -26.8 | 1.7 | -5.0 | 0.0 | 11.9 | 1.3 | 3.1
CCOc1ccc(NC(=O)CN(C)S(=O)(=O)c2cccs2)cc1 | 0.2 | 4.1 | -5.2 | 0.1 | -0.5 | -6.0 | -9.9 | -0.8 | 1.4
CN1c2ccccc2-c2nc3ccccc3n2C1c1ccncc1 (configuration not stated) | 2.8 | 20.1 | -1.1 | -1.1 | 11.7 | 6.7 | -14.7 | 0.2 | 2.1
Cc1ccc(-c2csc(NC(=O)C3CC=CCC3C(=O)O)c2C(=O)OC(C)C)cc1 (configuration not stated) | 4.4 | 6.8 | 0.3 | 0.7 | 3.6 | 1.9 | 8.8 | 0.2 | 3.0
COc1ccc(CN2CCN(C(=O)c3c(-c4ccccc4)noc3C)CC2)cc1F | 0.5 | 5.6 | x | 0.8 | 1.6 | -3.2 | 7.8 | 4.1 | 1.2
COc1cccc(-c2nnn(CC(=O)N3CCC(C)CC3)n2)c1 | 0.6 | -8.6 | -2.9 | 0.1 | -2.3 | -8.4 | -6.8 | -2.9 | 0.3
COc1ccc(OC)c(NC(=O)c2cn(C)c(=O)c3cc(OC)c(OC)cc23)c1 | -1.8 | 14.1 | 2.9 | -0.6 | 3.5 | -7.9 | -2.6 | -0.2 | -3.6
COCCN(CCOC)C(=O)N1CCOCC1 | -2.0 | 11.6 | -2.2 | -2.3 | -0.6 | -30.9 | u | -1.4 | x
CCc1ccc(/C=C2\SC(=S)N(CCCC(=O)N3CCN(C)CC3)C2=O)cc1 | x | 8.0 | -3.1 | x | -4.3 | -5.3 | -7.8 | -0.6 | 4.7
CCOc1ccc(C(=O)NCC(=O)NCC(c2ccc(OC)cc2)N2CCCC2)cc1 (configuration not stated) | -1.8 | 6.6 | -1.5 | 0.4 | 6.0 | -0.8 | 8.4 | 3.9 | -1.0
COc1ccc(-c2nc3ccccc3c(=O)n2CCOc2ccccc2C)cc1 | 0.5 | 11.0 | -1.3 | -0.6 | 4.5 | 0.9 | -4.0 | 1.4 | -2.0
Cc1ccc(C(=O)CC(=O)COc2ccc(Cl)cc2C)cc1 | -0.9 | 3.9 | -2.0 | -1.0 | -2.3 | 0.6 | -1.5 | -0.9 | x
c1cn(C23CC4CC(CC(C4)C2)C3)cn1 | -2.1 | 5.5 | 2.0 | 0.2 | -5.6 | 14.0 | 3.3 | -0.8 | -2.7
COc1ccccc1-c1c(C)nn2c(NCCN3CCCC3)cc(C)nc12 | 0.6 | 10.9 | -1.1 | 0.0 | 1.9 | 1.5 | -6.2 | -0.8 | -0.9
COc1ccc(OCCCn2cc(/C=C3/C(=N)N4C=C(C)SC4=NC3=O)c3ccccc32)cc1 | 1.9 | -0.8 | -1.1 | 0.0 | -4.0 | 1.7 | -27.3 | 8.1 | 0.6
CCn1c(CNC(=O)c2ccco2)nnc1SCC(=O)c1ccc(OC)cc1 | -0.4 | 10.7 | -1.6 | -0.2 | -0.3 | -1.2 | 0.3 | 0.7 | x
CCc1nc2c(OCc3cccc(Cl)c3)cccn2c1N(C)C(=O)Nc1ccccc1OC | x | 12.4 | -2.3 | x | 5.4 | -8.3 | -5.2 | -0.3 | -2.1
COc1ccccc1C(=O)NCc1ccc(-c2nc3ccccc3s2)cc1 | -1.8 | 12.2 | -0.3 | 0.8 | -0.7 | 1.2 | -2.9 | 0.7 | x
Cc1ccc(OCC(=O)NNC(=O)c2ccccc2OCc2c(C)noc2C)cc1 | -2.3 | 5.2 | -1.6 | 0.2 | 7.3 | 2.8 | -10.6 | -7.2 | -0.8
COc1cccc(NC(=O)c2ccc(-n3cnnn3)cc2)c1 | 1.4 | -4.7 | -0.3 | -0.5 | -1.4 | 4.4 | 18.4 | 1.6 | 3.2
COC(=O)c1ccc(NC(=O)COC(=O)COc2cccc3c2OC(C)(C)C3)cc1 | -3.2 | 1.3 | 0.0 | -1.0 | 1.9 | -7.8 | 1.3 | 0.5 | -0.1
CSc1ccc(C(=S)N2CCN(Cc3ccccc3)CC2)cc1 | -0.7 | 14.0 | 1.3 | 0.0 | 3.0 | -16.8 | 13.2 | 6.6 | 1.7
CC(C)(C)OC(=O)[C@H](Cc1ccccc1)NC(=O)c1nc[nH]c1C(=O)NCC(=O)OCc1ccccc1 | -2.5 | -6.8 | -3.4 | 0.5 | 1.4 | -0.4 | -3.6 | -0.1 | -0.2
Cc1[nH]n(-c2cccc(Cl)c2)c(=O)c1-c1ccccc1 | 0.1 | 1.9 | -2.4 | -1.3 | 3.2 | 3.4 | -12.3 | -0.5 | 0.1
O=C(NCCN1CCCCC1)Nc1ccccc1 | -1.5 | 1.2 | -1.2 | 0.8 | 0.0 | 0.9 | -9.0 | -2.6 | -1.2
O=C(Nc1cccc(S(=O)(=O)Nc2ccccc2Cl)c1)c1ccc(Cl)nc1 | -0.7 | -4.5 | -5.5 | -2.0 | -3.9 | -0.2 | 3.2 | 0.4 | 0.3
CN(CC(=O)Nc1ccc(F)c(F)c1F)C(=O)c1cc(-c2ccncc2)nc2ccccc12 | -1.6 | 4.1 | -3.8 | -1.4 | -0.7 | -0.7 | -11.2 | -1.1 | 1.3
Cc1ccc(/C=C/C(=O)O)cc1S(=O)(=O)NCc1cccnc1 | -2.1 | 5.3 | -3.4 | 0.1 | -2.7 | -6.8 | -2.6 | 0.2 | 0.3
CS(=O)(=O)N1CCc2nc(-c3ccccc3)sc2C1 | 1.7 | 4.1 | x | -1.6 | 5.8 | 3.1 | 5.8 | -0.1 | 0.4
NNc1ccc2nncn2n1 | -1.2 | 1.6 | -1.7 | 0.2 | 0.9 | -3.7 | 9.9 | -0.1 | x
Cc1ccc(NC(=O)CN(C)C(=O)COc2ncnc3ccc(Br)cc23)cc1 | 2.1 | 1.8 | -1.6 | -0.1 | -1.7 | 7.0 | 2.1 | -0.9 | -1.0
CCCn1cnc2c(SCc3ccccc3)nc(N)nc21 | x | 0.4 | -3.5 | 1.0 | 0.1 | -2.4 | -7.1 | -0.3 | 2.5
CCOC(=O)C1=C(C)Nc2ccccc2N=C1NC(=O)c1ccc(Cl)c(S(=O)(=O)N2CCCC2)c1 | 0.6 | -4.8 | -7.9 | 0.0 | -1.9 | -2.7 | -0.9 | 1.5 | x
Cn1c(=O)c2[nH]c(N3CCN(c4ccccc4)CC3)nc2n(C)c1=O | -1.0 | 1.9 | -1.5 | 0.3 | 2.6 | -2.4 | -6.4 | 0.3 | -3.4
CCC1(C)OC(=O)NN(c2ccc(C)cc2)C1(C)O (configuration not stated) | -2.5 | -1.9 | -2.1 | -0.5 | 0.3 | 1.0 | -7.2 | -0.2 | x
Cc1csc(NC(=O)CCC(=O)N(CC(=O)NC2CCCC2)c2ccccc2)n1 | 0.1 | 8.2 | -2.5 | 0.9 | -1.7 | 6.6 | -25.3 | -4.7 | x
CCNC(=O)CCSc1nnc(-c2ccncc2)o1 | 0.7 | -2.4 | -0.4 | -0.4 | 3.0 | -1.0 | -0.5 | -0.3 | x
O=C(NCCNc1ccc([N+](=O)[O-])cc1)c1cccs1 | -0.1 | -0.7 | -0.2 | 0.7 | 0.0 | 15.6 | u | 0.3 | -0.2
CC1C(=O)C(C)C(c2cccc(Br)c2)NC1c1cccc(Br)c1 (configuration not stated) | -1.0 | -1.5 | -0.9 | 1.6 | -0.2 | -19.6 | -9.9 | -3.9 | -3.3
O=C(Nc1ccc2c(c1)OCCO2)c1c(F)c(F)c(F)c(F)c1F | -2.4 | 0.0 | -1.5 | -0.1 | 3.9 | -4.3 | -3.8 | 0.0 | x
CCN(CC)c1ccc(NC(=O)c2ccc3c(c2)OCO3)cc1 | 3.4 | 15.4 | 0.6 | 0.0 | -0.4 | 4.2 | -8.4 | -6.8 | 0.3
N#C/C(=C(\O)c1ccco1)c1ccccn1 | -2.8 | 7.5 | -1.0 | 0.6 | 9.4 | -0.6 | -14.5 | -0.3 | 0.2
CCOC(=O)c1sc(N(Cc2ccccc2)C(=O)CN2C(=O)CN(C)C2=O)nc1C | 0.3 | -10.6 | -3.9 | 21.8 | 0.8 | -4.1 | -1.4 | -0.6 | 0.9
COc1ccc2cc(CCNC(=O)c3ccc(S(=O)(=O)N4CCOCC4)cc3)c(=O)[nH]c2c1 | 1.9 | 15.1 | -3.9 | -0.6 | 78.5* | -5.3 | -9.6 | -1.2 | -1.6
OC(CCN1CCC2CCC(C2)C1)c1ccc(Br)cc1 (configuration not stated) | x | 7.7 | -2.9 | -1.2 | 2.8 | -8.3 | -7.3 | 0.2 | -1.3

4 entries out of the list, sorted by number of heavy atoms, falling.
SMILES | Mtb UGM inh | GDH-TPI counter | FadD28 binding | PfHsp40 rescue | Mtb FBA inh | Anthrax LF inh2 | BoNT-F LC inh | BoNT-A LC inh2 | BioA inh
COc1ccc(CN2CCN(C(=O)c3c(-c4ccccc4)noc3C)CC2)cc1F | 0.5 | 5.6 | x | 0.8 | 1.6 | -3.2 | 7.8 | 4.1 | 1.2
COc1ccc(OC)c(NC(=O)c2cn(C)c(=O)c3cc(OC)c(OC)cc23)c1 | -1.8 | 14.1 | 2.9 | -0.6 | 3.5 | -7.9 | -2.6 | -0.2 | -3.6
CSc1ccc(C(=S)N2CCN(Cc3ccccc3)CC2)cc1 | -0.7 | 14.0 | 1.3 | 0.0 | 3.0 | -16.8 | 13.2 | 6.6 | 1.7
CCC1(C)OC(=O)NN(c2ccc(C)cc2)C1(C)O (configuration not stated) | -2.5 | -1.9 | -2.1 | -0.5 | 0.3 | 1.0 | -7.2 | -0.2 | x

Remaining list, next part
SMILES | Mtb UGM inh | GDH-TPI counter | FadD28 binding | PfHsp40 rescue | Mtb FBA inh | Anthrax LF inh2 | BoNT-F LC inh | BoNT-A LC inh2 | BioA inh
COc1cc(/C=C2\N=C(c3c(-c4ccccc4)noc3C)OC2=O)ccc1OC(C)=O | 2.1 | 3.9 | -1.3 | -0.6 | -0.7 | -0.4 | -9.6 | -2.2 | x
O=C(COc1ncnc2cc(Cl)ccc12)c1ccc2c(c1)OCCO2 | 1.6 | 14.3 | -0.3 | 0.0 | -0.2 | 11.0 | u | 3.1 | -0.9
CCn1c(CNc2cccc(Cl)c2)nnc1SCC(=O)OC1CCCCC1 | 0.1 | 10.8 | -1.6 | 0.0 | 2.7 | -1.1 | 20.5 | 2.2 | 2.5
Cc1ccc(C(=O)c2nccn2C)cc1C | -0.7 | 4.5 | 0.4 | -0.4 | -1.2 | -0.9 | 1.2 | -1.0 | 4.2
C[C@H](CO)NC(=O)c1nc[nH]c1C(=O)N[C@H](C)c1ccccc1 | x | 1.4 | -0.1 | x | 1.7 | -9.6 | -0.1 | -0.2 | -5.8
O=C(CCC(=O)c1cccs1)NCc1cccc(Cl)c1 | 3.6 | 5.9 | -0.5 | 0.7 | 1.1 | -6.4 | 2.6 | 0.6 | -0.9
CCN(c1ccccc1)S(=O)(=O)c1nnc(NC(=O)C(C)(C)C)s1 | 0.8 | 4.1 | x | 0.7 | 1.2 | 8.8 | 10.9 | -0.1 | -0.9
C=CCN(CC=C)C(=O)C(=O)c1ccn(-c2c(C)csc2C(=O)OC)c1 | -1.5 | 10.5 | -2.6 | 1.0 | 2.6 | -0.9 | -7.1 | 0.0 | -0.1
C[N+](C)(C)CC/C=C1/c2ccccc2CSc2ccccc21 | 0.0 | 4.2 | -4.7 | -1.5 | 3.5 | -4.6 | u | -0.1 | 0.4
Cc1cccc(C)c1NC(=O)CS(=O)CC(=O)NC1CCN(Cc2ccccc2)CC1 (configuration not stated) | -0.9 | -2.7 | -4.7 | -1.2 | -1.8 | 0.2 | 2.0 | -0.2 | x
COc1ccc(OC)c(S(=O)(=O)Nc2cccc(C(C)=O)c2)c1 | 1.9 | 12.3 | -2.5 | 1.5 | 13.2 | -6.4 | -2.7 | -0.4 | 0.5

Bioassay records as filed in PubChem.
